Assay outcomes deposited in PubChem by several laboratories.
IEC-6 tox: kills IEC-6 intestinal cells in KLF5 counter-screen. IEC-6 cytotoxicity, luminescence viability. 290,000 tested, 0.78% active. inhibition, % at 5 µM; in the data active = inhibition above about 22%;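 also: 0% = plate median of test compound wells and 100% = cytotoxic reference compound wells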
GSK3beta inhib: human GSK3beta kinase inhibition; P49841; GST-GSK3beta kinase, ADP-Glo luminescence, 60 min; active compounds read low; activity score (negative = inhibition), % at 10 µM; 300,000 tested, 0.038% active; AID 2097;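 active = more than half of replicate wells score below -50%, meaning over 50% inhibition versus plate controls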;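 also: 0% = median DMSO wells and -100% = median GW8510 positive control wells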
Target sequence (P49841 whole entry, looked up): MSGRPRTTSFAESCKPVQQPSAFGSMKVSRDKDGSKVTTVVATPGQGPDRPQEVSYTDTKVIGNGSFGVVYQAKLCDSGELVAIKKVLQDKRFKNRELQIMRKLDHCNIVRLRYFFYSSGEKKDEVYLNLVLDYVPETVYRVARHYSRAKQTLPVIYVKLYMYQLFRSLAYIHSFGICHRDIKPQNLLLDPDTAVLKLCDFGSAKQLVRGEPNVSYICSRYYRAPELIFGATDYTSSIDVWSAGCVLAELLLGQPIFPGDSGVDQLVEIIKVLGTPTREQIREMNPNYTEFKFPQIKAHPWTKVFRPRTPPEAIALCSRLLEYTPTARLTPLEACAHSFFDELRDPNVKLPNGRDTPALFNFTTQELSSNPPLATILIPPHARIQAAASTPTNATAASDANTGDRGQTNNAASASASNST
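Test system: GST-fused GSK3beta enzyme, cell-free | Quantity: 1.6 ng GST-GSK3beta enzyme per well | Reagent: 25 µM ATP with peptide substrate | Schedule: 60 min enzyme reaction, room temperature | Signal: Luminescent ADP-Glo measurement of ADP formed | Read-out basis: Score relative to plate controls | Control set: DMSO and 20 µM GW8510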
PolyA inh: yeast polyadenylation inhibition | 300,000 tested, 0.02% active | calls only at 12 µM | AID 1875 | S. cerevisiae SKY197-pL101 polyadenylation reporter, beta-gal luminescence; efflux-impaired pdr1/pdr3 knockout yeast; score 100 = 6 SD above DMSO;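 active = lowest replicate activity score at least 50, where 100 means six control SD above control mean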;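 also: yeast exposed to compound for 9 h at 30 °C; higher score means more reporter readthrough which indicates perturbed polyadenylation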
KLF5 inh: inhibitors of KLF5 expression; DLD-1 KLF5 promoter-luciferase reporter, luminescence; 290,000 tested, 0.23% active; AID 1700; inhibition, % at 5 µM;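 active = inhibition above a per-plate limit of that plate's mean compound inhibition plus 3 SD, cut at about 60% in these data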;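 also: 0% = DMSO wells and 100% = LY294002 at 200 µM; higher means less KLF5 promoter-driven luciferase light; inactives centre near -14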
AI-2 QS mod: Vibrio harveyi AI-2 quorum sensing modulation; Vibrio harveyi JMH597 AI-2 luminescence/OD600 ratio, 9 h; active compounds read low; strain lacks LuxN and CqsS sensors; 0 = neutral-control median; activity change, % at 7.5 µM; 300,000 tested, 0.4% active; in the data active = activity change below about -75%, passing the limit was not always enough;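 also: luminescence divided by OD600 gain over 9 h not by final OD600 alone; inactives centre near 13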
aSyn 5UTR inh: 5' untranslated region of α-synuclein, MLPCN primary screen; alpha-synuclein 5'UTR reporter, inhibitor activity; inhibition, % (tested at 7.5 µM); 300,000 tested, 0.82% active; AID 1813; in the data active = inhibition above about 60%;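 also: H4 neuroglioblastoma cells stably carrying SNCA 5'UTR luciferase fusion; 0% = DMSO wells and 100% = positive control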
HSF1 inhib: HSF1 inhibition; NIH3T3-HGL HSE-luciferase, MG132-induced, luminescence 8 h; active compounds read low; activity change, negative = inhibition, % at 7.5 µM (by protocol); 300,000 tested, 0.77% active;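 active = more than half of replicate wells show activity change below -50%, luminescence cut by over half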;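 also: luciferase reports HSF-1 transcriptional activity via heat shock element; 0% = median of DMSO wells and -100% = zero luminescence signal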
GSK3A inh: blocks human GSK-3 alpha kinase; ADP-Glo luminescence, 60 min; inhibition, % at 10 µM; 320,000 tested, 0.1% active; AID 2650;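 in the data active = inhibition above about 50%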;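 also: GST-tagged GSK-3 alpha with peptide substrate and 25 µM ATP; 0% = DMSO neutral wells and 100% = GW8510 positive control wells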
Target sequence (P49840 whole entry, looked up): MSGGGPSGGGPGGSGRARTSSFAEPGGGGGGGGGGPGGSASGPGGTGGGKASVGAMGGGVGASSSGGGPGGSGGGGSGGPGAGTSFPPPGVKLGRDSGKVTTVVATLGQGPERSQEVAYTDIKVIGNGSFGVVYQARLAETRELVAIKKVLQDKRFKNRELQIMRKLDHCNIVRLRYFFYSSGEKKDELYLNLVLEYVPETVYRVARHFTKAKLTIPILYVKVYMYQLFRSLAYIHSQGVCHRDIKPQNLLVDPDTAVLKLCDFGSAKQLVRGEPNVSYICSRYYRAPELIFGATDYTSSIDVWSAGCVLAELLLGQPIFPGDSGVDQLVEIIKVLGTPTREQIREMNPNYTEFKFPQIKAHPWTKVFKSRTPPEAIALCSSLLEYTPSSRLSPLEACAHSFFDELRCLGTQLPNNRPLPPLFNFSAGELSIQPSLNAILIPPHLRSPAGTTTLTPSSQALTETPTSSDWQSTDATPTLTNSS
HSF1 activator: increases HSF-1 driven luciferase reporter signal; NIH3T3-HGL HSF-1 luciferase reporter, MG132, 8 h; 100% = twice DMSO control signal; activation, % at 9 µM; 300,000 tested, 1.7% active; AID 504408;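 active = mean replicate activation of at least 50% with a set share of replicates each reaching 50%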;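 also: 0% = median of the neutral control wells and 100% = twice that signal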
HSP90 refold inh: HSP90 refolding inhibition in rabbit reticulocyte lysate; luciferase refolding luminescence, 3 h; inhibition, % at 5.6 µM; 290,000 tested, 0.91% active;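 active = inhibition above the screen-wide mean plus 3 SD, computed separately per campaign, cut at about 16% in these data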;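 also: 0% = DMSO wells and 100% = 60 µM geldanamycin wells; inhibitors lower the luminescence because luciferase stays unfolded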
The depositor's hits bear a star; i = inactive; x = not tested or not shown. The list is partial (hit frequency here may not be typical).

compound,IEC-6 tox,GSK3beta inhib,PolyA inh,KLF5 inh,AI-2 QS mod,aSyn 5UTR inh,HSF1 inhib,GSK3A inh,HSF1 activator,HSP90 refold inh
COc1ccccc1CCNC(=O)C(=O)NCCC1CCCCN1S(=O)(=O)c1ccccc1 (stereo unspecified),x,2,i,x,-4,9,9,0,16,x
OCCCCNc1cccc2ccccc12,0,2,i,-37,12,-64,6,0,17,1
O=C(CCNS(=O)(=O)c1ccc(Br)s1)NC1CCCC1,-11,0,i,4,-31,-21,-5,-5,8,-3
Cc1ccc2c(c1)/C(=C/c1ccccc1F)C(=O)N2,-4,-5,i,-28,6,-13,12,-1,5,-3
CC(C)(C)c1ccc(OCC(=O)N/N=C/c2cc(Br)ccc2OC(=O)c2ccco2)cc1,5,2,i,-10,14,83*,10,-1,24,3
COc1ccc(CCN2C(=O)c3cccc4cccc(c34)C2=O)cc1OC,-10,-1,i,-21,9,-45,-3,x,-8,-2
CC(C)c1ccc(C(=O)N2CCN(CCO)CC2)cc1,1,3,i,-2,-12,-10,-10,0,-5,7
O=C(NC(=S)NCC1CCCO1)c1cccs1 (stereo unspecified),0,-4,i,-9,25,-44,3,-3,8,-6
COC(=O)C1CCN(C(=O)C23CCC(C)(C(=O)O2)C3(C)C)CC1 (stereo unspecified),0,0,i,-2,-3,22,-11,-1,-10,0
CCOC(=O)c1cc(CC)sc1NC(=O)COC(=O)C1CCC1,-2,0,i,-35,17,11,-5,6,-1,1
CCCOC(=O)c1ccc(NC(=O)c2ccoc2C)cc1,4,-11,i,-45,25,-154,33,-1,56*,-4
Cc1ccc(CN2C(=O)N/C(=C/c3ccc(-c4ccc(C(=O)O)cc4)o3)C2=O)cc1,1,0,i,13,12,-20,2,-3,13,6
N#C/C(=C\c1ccc(OC(F)F)cc1)C(=O)N1CCCCC1,-6,1,i,2,12,-8,3,-1,33,3
CCOc1cc2c3c(c1)C(C)CC(C)(C)N3C(=O)C2=O (stereo unspecified),3,5,i,6,-3,12,-5,2,-11,-1
Cc1ccc(NC(=O)CN(C)CC(=O)Nc2ccccc2C(=O)Nc2ccccc2)cc1,1,2,i,10,31,-12,9,-19,8,3
COc1ccc(NC(=S)NCCc2ccccc2)c(C)c1,-10,-1,i,-1,25,8,-4,0,4,-3
S=c1[nH]nc(-c2ccncc2)n1/N=C/c1cccc(Cl)c1,2,1,i,8,10,17,-4,1,13,9
COc1cccc(-c2cc(C(=O)NC3CCCC3)no2)c1,3,0,i,-197,-1,-115,13,-2,17,6
CC(=O)OCC(=O)Nc1ccc(Br)c(C)c1,8,1,i,-28,10,-6,-9,0,6,4
CCOc1cc(-c2noc(-c3ccncc3)n2)cc(Br)c1OC,-3,0,i,-7,20,-5,-1,-2,-8,5

The list continues:
compound,IEC-6 tox,GSK3beta inhib,PolyA inh,KLF5 inh,AI-2 QS mod,aSyn 5UTR inh,HSF1 inhib,GSK3A inh,HSF1 activator,HSP90 refold inh
CCN(CC)C(=O)c1sc(NC(=O)Cc2ccc(OC)cc2)c(C#N)c1C,-6,1,i,-41,14,21,-10,-2,-12,2
C=CCOC(=O)C1=C[C@H](c2cn(C(C)=O)c3ccccc23)C[C@H](OCCCCO)O1,5,2,i,-10,5,-13,-3,-2,-7,-3
Cc1ccc(C)c(-c2cc(C(=O)Nc3nccs3)c3ccccc3n2)c1,-4,-1,i,-8,34,2,-6,-3,-1,3
CC1CN(C2CCCCC2)c2nc3c(c(=O)n(C)c(=O)n3C)n2C1 (stereo unspecified),5,2,i,-16,30,16,-7,0,1,4
COc1ccc(NC(=O)c2ccc3nc(-c4ccccc4)c(-c4ccccc4)nc3c2)c(OC)c1,-2,1,i,-36,10,1,0,-2,-6,0
Cc1ccccc1OCC(=O)OCC(=O)NCc1cccs1,11,-8,x,11,-2,35,-3,-2,10,2
Cc1c(Cl)ccc2c(C(=O)NC(C)c3ccncc3)cc(-c3ccncc3)nc12 (stereo unspecified),0,-4,i,-25,1,-67,4,0,8,1
CCOC(=O)c1c(NC(=O)CSc2nnc(C)c(=O)[nH]2)sc(C)c1C,-4,1,i,-2,-4,17,3,-7,6,-3
Cn1c(SCC(=O)N2CCN(c3ccccc3)CC2)nnc1-c1ccncc1,-1,-3,i,-22,22,-3,1,-2,7,0
COC(=O)c1ccccc1C(=O)N(c1ccccc1)c1ccccc1,x,2,i,x,18,1,-7,3,3,x
CC(=O)N(C1=C(Cl)C(=O)c2ccccc2C1=O)c1ccc(C(=O)O)cc1,2,5,i,-33,-9,12,-12,1,-8,1
CC(=O)N(C)c1ccc(NC(=O)c2ccco2)cc1,-3,1,i,-107,37,-80,2,-1,5,-2
COc1cc(C(=O)NNC(=O)C2CC2)cc(OC)c1OC,-3,1,i,-4,9,24,-1,-2,-6,-6
Cc1cc(=O)[nH]c(N/N=C/c2ccc(O)c(O)c2)n1,-3,0,i,-12,9,-19,17,-1,61*,0
CCOc1ccc(NC(=S)NCCCN2CCOCC2)cc1,-8,-4,i,-17,14,28,-4,0,-15,1
O=C1SCC(c2ccccc2)=NN1Cc1ccccc1,3,-1,i,-71,-18,6,-59*,-5,-68,4
Cc1ccc(S(=O)(=O)NCC(=O)N(CC(=O)NC2CCCC2)CC2CCCO2)cc1 (stereo unspecified),-2,-6,i,-2,-3,-25,0,-1,-4,1
Cc1nn(CCCC(=O)NCc2ccccc2)c(C)c1[N+](=O)[O-],-3,3,i,6,10,17,-1,-1,0,-5
Cc1cccc(N2CC(O)(c3cccs3)[N+]3=C2CCCC3)c1C (stereo unspecified),8,4,i,-9,2,1,-3,-2,-13,1
CCOC(=O)c1c(NC(=S)Nc2ccc(Cl)cc2)sc(C)c1C,3,2,i,-4,27,-38,15,x,-14,-3

Remaining list, next part
compound,IEC-6 tox,GSK3beta inhib,PolyA inh,KLF5 inh,AI-2 QS mod,aSyn 5UTR inh,HSF1 inhib,GSK3A inh,HSF1 activator,HSP90 refold inh
Cc1ccc2cccc(NC(=S)NC(=O)c3c(Br)cnn3C)c2n1,-1,-3,i,-15,0,-32,9,-2,21,0
C=C(C)CNC(=S)N/N=C(\C)c1ccc(-n2ccnc2)cc1,-2,0,i,-37,-21,11,-5,-2,1,-1
CCC(C)N1CCN(C(=O)c2cccs2)CC1 (stereo unspecified),1,x,x,-5,x,x,x,-1,x,-2
COc1ccc(-c2cc(-c3ccccc3)c(C#N)c(S(C)=O)n2)cc1 (stereo unspecified),3,1,i,1,7,17,119,-1,146*,2
COc1ccc(CCN(Cc2cc3cccc(C)c3[nH]c2=O)C(=O)NC2CCCCC2)cc1OC,3,2,i,-20,26,14,0,-1,0,0
COC(=O)c1cc(Sc2cccc(Cl)c2Cl)ccn1,-1,2,i,-10,-9,6,3,-4,3,-1
Cc1occc1C(=O)NCc1ccc(C(=O)O)o1,-4,0,i,-6,13,-22,-4,0,3,2
O=C(N/N=C/c1ccccn1)c1ccc2nc[nH]c2c1,9,-1,i,-12,25,-8,-36,8,-50,2
C=CCN(C)CC/C=C1\c2ccccc2CSc2ccccc21,-1,0,i,-50,9,-9,-3,2,-9,-2
Cc1cc2nc3c(=O)[nH]c(=S)[nH]c3nc2cc1NC(=O)C(F)(F)F,-6,-3,i,-29,-42,-11,-2,-1,-6,-3
COc1ccc(S(=O)(=O)N2CCOC23CCN(C(=O)c2ccccc2Br)CC3)cc1,1,2,i,-15,17,4,4,0,12,-2
O=C(Cc1cccs1)Nc1ccccc1,-2,7,i,-93,10,-29,0,1,-1,-5
CCOc1ccccc1/C=N/NC(=O)CNC(=O)COc1ccccc1,-3,-1,i,-4,26,-6,7,-3,19,1
O=C(Nc1ccc2c(c1)OCO2)c1ccc(Br)c(S(=O)(=O)N2CCCC2)c1,1,3,i,-9,31,-33,5,-1,3,-3
CC(C)(C)OC(=O)N1CCC(c2c(C(=O)N3CCN(C(=O)c4ccco4)CC3)cnn2-c2ccc(F)cc2)CC1,3,2,i,-1,8,-1,-5,3,3,-2
c1cc2c3c(cccc3c1)NC1(CCCCC1)N2,1,-1,i,-12,18,-15,-1,1,6,1
CCn1ccc(C(=O)N2CCN(c3ncccn3)CC2)n1,10,-1,i,10,21,13,-5,-1,-1,-1
O=C(COC(=O)c1cccc(S(=O)(=O)NCc2ccccc2)c1)c1ccc2c(c1)OCCO2,-5,-1,i,9,16,1,1,-1,19,3
O=C(COc1ccccc1)Nc1ccc2[nH]ncc2c1,-2,3,i,-18,-5,-43,5,-2,7,-2
CCCC(=O)Nc1ccc(C(=O)N/N=C/c2ccc[nH]2)cc1,1,3,i,-8,18,11,-2,-5,0,-2

Shown as a hit in aSyn 5UTR inh, among the entries above:
mol | GSK3beta inhib | PolyA inh | KLF5 inh | AI-2 QS mod | aSyn 5UTR inh | HSF1 inhib | GSK3A inh | HSF1 activator | HSP90 refold inh
CC(C)(C)c1ccc(OCC(=O)N/N=C/c2cc(Br)ccc2OC(=O)c2ccco2)cc1 | 2 | i | -10 | 14 | 83* | 10 | -1 | 24 | 3

Later entries
compound,IEC-6 tox,GSK3beta inhib,PolyA inh,KLF5 inh,AI-2 QS mod,aSyn 5UTR inh,HSF1 inhib,GSK3A inh,HSF1 activator,HSP90 refold inh
CCCC(=O)NC(C)C(c1cccs1)N1CCN(c2ccccc2)CC1 (stereo unspecified),0,4,i,-6,22,-4,-5,0,10,2
CCOc1ccccc1N1C(=O)c2cccnc2C1=O,-2,2,i,-13,4,-20,-3,-2,-4,3
Cc1ccc(NC(=O)CN(C)C(=O)c2cccnc2Nc2cccc(C(F)(F)F)c2)cc1,5,1,i,-16,33,-10,22,-1,20,-3
CC1CCc2ccccc2N1C(=O)c1cccs1 (stereo unspecified),-2,4,i,-26,16,-3,-4,-5,2,4
O=C(Nc1ccccc1Cl)c1ccccc1Cl,-1,-4,i,8,5,0,-3,-3,6,-3
O=C(NCCC1=CCCCC1)c1ccc(Br)o1,-3,4,i,-51,36,-83,10,0,13,-6
CCOc1ccc2nc(NS(=O)(=O)c3cccs3)sc2c1,5,-3,i,-5,44,1,-1,-1,9,-3
NC(Cc1ccc(OC(F)F)cc1)C(=O)O (stereo unspecified),1,2,i,-43,19,-5,-2,-1,8,-1
O=C(NC1CCCc2ccccc21)c1ccccc1OC(F)F (stereo unspecified),-1,-2,i,-7,-1,6,-2,-3,13,-1
COc1ccc(C2C(C(C)=O)=C(Nc3ccccc3)CC(C)(O)C2C(C)=O)cc1OC (stereo unspecified),6,0,i,-22,15,32,0,-2,27,0
N#Cc1ccccc1S(=O)(=O)N1CCN(c2cnccn2)CC1,-3,3,i,-1,24,9,-9,1,-10,2
CCCOc1ccc(CCC(=O)N/N=C/c2ccncc2)cc1,1,1,i,-9,9,-1,2,-1,-4,3
COc1ccc(S(=O)(=O)c2c[nH]c(=S)[nH]c2=O)cc1Cl,-3,0,i,13,7,-13,1,-2,2,1
CC(C)(C)C1=Nn2c(nnc2-c2ccccc2F)SC1,0,-1,i,-14,21,32,3,6,0,7
